# Bioassay records as filed in PubChem BioAssay.
# hK5 inh – blocks human kallikrein 5 protease activity | Q9Y337 | recombinant hK5, fluorogenic AMC substrate cleavage | inhibition, % at 5 µM | 210,000 compounds, 0.59% hits;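 active = inhibition of 40% or more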;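 note: 0% = enzyme controls without compound and 100% = no-enzyme blanks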
# Rad51 HR inh – blocks human Rad51 in homologous recombination; Q06609; inhibition, % at 10 µM; 200,000 compounds, 0.085% hits; hRad51 DNA strand exchange, fluorescence dequenching;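 active = inhibition above 40% at the single screening dose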;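 note: 0% = DMSO control wells and 100% = blanks with heterologous ssDNA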
#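 Material: human Rad51–ssDNA filaments; Probe or stimulus: labelled 47-mer dsDNA for strand exchange; Doses: single 10 µM dose; Incubation: 37 °C 15-min filament assembly, 30-min compound preincubation, 15-min exchange; Technique: FRET fluorescence dequenching, excitation 485 nm, emission 520 nm; Measure: Fluorescence-based percent inhibition, control- and blank-normalised; Benchmarks: plate control and blank wells.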
# p97 inhibitor – human p97 ATPase inhibition; P55072; recombinant p97 ATPase, Kinase-Glo ATP luminescence, 3 h; inhibition, % at 8 µM; 220,000 compounds, 0.42% hits; AID 1481; in the data active = inhibition above about 15%;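 note: 0% = DMSO vehicle and 100% = wells lacking enzyme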
# FXIIa inh 1536 – blocks human coagulation factor XIIa protease activity. inhibition, % at 5 µM. purified FXIIa, Boc-QGR-AMC fluorogenic substrate, 2 h. 220,000 compounds, 0.3% hits. P00748. AID 800; in the data active = inhibition above about 40%;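 note: 0% = enzyme with no compound and 100% = blank without enzyme; many of its hits are not listed in these tables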
# eIF4E-4G inh – inhibitors of eIF4E and eIF4G interaction in translation initiation; P63073+Q04637; TR-FRET eIF4E-eIF4GI(517-606) binding, 2 h; inhibition, % at 21.7 µM; 220,000 compounds, 0.37% hits; AID 782;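 active = inhibition above about 30%, limit read from the data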;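 note: 0% = full FRET control wells and 100% = background wells lacking eIF4GI fragment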
# Wee1 stabilizer – human Wee1 degradation inhibition, primary screen; 220,000 compounds, 1.2% hits; P30291; HeLa Luc-Wee1K328M stability, luciferase luminescence; 100% = proteasome inhibitor MG132 effect; reporter increase, % at 5 µM;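 active = activation above the mean of all tested compounds plus 3 SD, set per screening run, cut at about 8.8% in these data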;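 note: cells exposed to compound for 20 h before luminescence read; 0% = DMSO alone and 100% = MG132 at 30 µM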
# FXIa inh – factor XIa (human) inhibition; P03951; purified FXIa, Boc-Glu-Ala-Arg-AMC fluorogenic substrate; inhibition, % at 5 µM; 220,000 compounds, 0.14% hits;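 active = inhibition of at least 40%; inactive = inhibition below 40%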;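 note: fluorescence of freed AMC excited at 355 nm; 0% = enzyme without compound and 100% = no enzyme blank; many of its hits are not listed in these tables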
# Mdm2 ligase inh – Mdm2 E3 ligase (human) inhibition; 210,000 compounds, 0.11% hits; signal enhancement, % at 5 µM; Q00987; cell-based MDM2 ubiquitination luciferase reporter, 2 h; 0 = plate control, 100 = twice control, blank-subtracted;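 active = signal enhancement of 30% or more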;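 note: luminescence tracks abundance of the self-degrading MDM2-luciferase fusion protein; higher signal means inhibition of MDM2 E3 ligase activity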
#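 Test system: mammalian cells stably expressing self-ubiquitinating, self-degrading MDM2 E3–luciferase fusion; Amount: 2000 cells in each well; Medium: DMEM; Schedule: 4 h settle plus 2 h compound, 37 °C; Technique: SteadyLite luciferase luminescence after 15 min room-temperature reagent incubation; Benchmarks: plate control and blank wells.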
# 14-3-3 Bad inh – disrupts binding of bovine 14-3-3 zeta to phospho-Bad peptide; P63103; TR-FRET 14-3-3zeta/Dy647-pBad peptide displacement, 1 h; inhibition, % at 21.7 µM; 220,000 compounds, 0.71% hits;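 active = inhibition above about 70%, limit read from the data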;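 note: 0% = full 14-3-3 plus peptide FRET controls and 100% = background without 14-3-3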
# Active calls of the source: *; . = not tested or not shown; [ ] = remark or other dose. Compounds as they come (roughly 3.5% active in at least one column).
SMILES,hK5 inh,Rad51 HR inh,p97 inhibitor,FXIIa inh 1536,eIF4E-4G inh,Wee1 stabilizer,FXIa inh,Mdm2 ligase inh,14-3-3 Bad inh
Cc1cccc(-n2ncc3c(NCCCN4CCCC4=O)ncnc32)c1,-11,-3,-2,14,10,2,4,-1,-3
Cc1nc([N+](=O)[O-])c(Br)n1Cc1ccc(Cl)c(Cl)c1,0,-8,1,6,-1,-1,-7,-19,-3
CN1C(=O)/C(=C/c2ccco2)SC1=Nc1ccc(N2CCOCC2)cc1,-5,.,4,11,2,-2,8,-5,0
CC1CCCN(C(=O)CN2CCC(c3nc4ccc(Cl)cc4[nH]3)CC2)C1 (stereo not drawn),-3,26,7,4,-1,-3,-3,.,6
COCCNS(=O)(=O)c1ccc(-c2ccc(Cl)cc2)cc1,.,.,2,11,0,1,2,.,-7
CC(C)(C)c1ccc(S(=O)(=O)N2CCCC2C(=O)N2CCOCC2)cc1 (stereo not drawn),-9,7,2,2,-3,-1,-5,-12,-15
Cc1ccc(C)c(N=Cc2ccc(-c3ccc([N+](=O)[O-])cc3)o2)c1,-1,-3,6,4,-4,-1,14,-2,-13
O=[N+]([O-])c1ccc2c(c1)C(O)n1nc(-c3ccccc3)nc1S2 (stereo not drawn),4,0,4,6,-10,-1,-2,.,4
CC(=O)Nc1ccc(C(=O)NCC(=O)OCc2c(F)cccc2Cl)cc1,-6,18,3,2,-1,-1,-3,-13,-8
O=C(/C(=C/O)N=Nc1ccccc1)c1cccs1,-1,5,4,3,-6,11*,-2,-11,-8
COC(=O)c1c(NC(=O)CSc2n[nH]c(N)n2)sc(C)c1C,8,-5,-2,15,5,-3,10,-16,5
O=c1c2ccccc2nnn1CSc1ccccc1F,-15,12,3,1,5,6,-23,-28,4
Cc1ccc(CC2(O)CC(C)N(C)CC2C)c(C)c1 (stereo not drawn),-6,-3,0,13,12[fluorescence artefact?],-1,2,-6,-2[fluorescence artefact?]
Nc1nccc(/C=C/c2c(Cl)cccc2Cl)n1,8,-10,0,6,4,0,6,-10,-1
CCN1C(=O)C(CC(=O)Nc2c(C)cccc2C)SC1=Nc1ccc(S(N)(=O)=O)cc1 (stereo not drawn),-6,9,1,7,-2,-2,-7,-5,1
CC(C)C(NS(=O)(=O)c1cccs1)C(=O)NCc1ccc2c(c1)OCO2 (stereo not drawn),5,1,1,9,-2,-2,2,-9,10
CCOP(=O)(c1ccc(N(C)C)cc1)C(O)c1c(Cl)cccc1Cl (stereo not drawn),-20,1,-6,-3,-3[fluorescence artefact?],-1,-5,1,23[fluorescence artefact?]
COc1cc(NC(=O)c2ccco2)c(OC)cc1NC(=O)c1cc(OC)c(OC)c(OC)c1,-12,-3,-6,17,-2,-3,-6,-11,-2
COc1ccc(S(=O)(=O)Cc2ccc(C(=O)N3CCN(C4CCCCC4)CC3)o2)cc1,-4,-4,-8,0,-3,-1,-8,-26,-3[fluorescence artefact?]
CCSC1=NC(C)(C)C=C(C)N1,-22,4,2,-2,-7,-2,-17,0,1
CCN1CCN(C(c2cccs2)C(C)NC(=S)NC2CCCCC2)CC1 (stereo not drawn),-1,.,2,10,-4,1,-3,-5,5
Cc1cccc(C(=O)N/C(=C\c2ccc(C)o2)C(=O)O)c1,6,-8,2,7,-1,1,-3,-11,32
Cc1ccnc2nc(C(=O)Nc3nnc(CC(C)C)s3)nn12,3,-1,-4,-5,2,0,-6,-1,21
COc1ccc(S(=O)(=O)N2CCC(C(=O)N3CCCC3)CC2)cc1,-20,16,1,12,-6,0,-3,3,1
COc1ccc(NC(=O)/C(Cl)=C(/Cl)S(=O)(=O)Cc2ccccc2)cn1,13,-4,14,9,-8,4,16,-10,6

# (more compounds)
SMILES,hK5 inh,Rad51 HR inh,p97 inhibitor,FXIIa inh 1536,eIF4E-4G inh,Wee1 stabilizer,FXIa inh,Mdm2 ligase inh,14-3-3 Bad inh
COc1ccc(/C=C2\C(=O)c3ccccc3OC2c2ccccc2)cc1 (stereo not drawn),7,14,5,18,5,10*,6,-16,3
COC(CN1C(=O)C(=O)/C(=C(/O)c2ccccc2)C1c1ccccn1)OC (stereo not drawn),-1,-4,4,4,5,0,-2,0,10
O=C(CSc1ccc2c(c1)OCCO2)NC(=O)Cc1ccccc1,-13,4,2,-4,1[fluorescence artefact?],2,0,-8,6
Cc1ccc(C(=O)NCCSC2CCCCC2)cc1S(=O)(=O)Nc1ccccc1,-8,-10,-5,16,2,1,-5,9,-8
COC(=O)c1ccc2c(=O)n(CCCCCC(=O)NCc3ccc4c(c3)OCO4)c(=O)[nH]c2c1,-19,7,0,11,-4,0,-8,-14,61[fluorescence artefact?]
Cc1nn2c(NCc3cccnc3)c3c(nc2c1-c1ccccc1)CCC3,1,3,0,5,0,1,-5,-2,6
O=C(Nc1cccc(C(=O)N2CCN(Cc3ccccc3)CC2)c1)c1ccccc1,-3,-1,2,7,3,5,-1,-5,-1
CCCCCCCC1CC(/C(C)=N/NC(N)=O)OC1=O (stereo not drawn),-7,.,2,16,1,-1,9,7,2
COC(=O)C(=Cc1ccc(-c2ccsc2C(=O)OC)o1)C(=O)OC,-6,-2,3,9,0,0,-7,-10,-3
CCCOc1ccc(C(=O)NCCCn2ccnc2)cc1,-6,0,4,18,3[fluorescence artefact?],2,3,7,-2[fluorescence artefact?]
Cc1cccc(OCC(=O)Nc2ccc3c(c2)OCCO3)c1,-10,3,0,5,-10[fluorescence artefact?],4,-1,-3,-8[fluorescence artefact?]
CC(=O)Nc1ccc(N=Cc2ccc(OCc3ccccc3)cc2)cc1,-12,9,2,10,19[fluorescence artefact?],-1,6,-3,-14
CC1CCN(C(=O)COC(=O)c2ccc3c(c2)OCO3)CC1,-3,3,1,0,1,0,-6,-10,1
O=C(CN(Cc1ccc2c(c1)OCO2)C(=O)CNS(=O)(=O)c1ccccc1)NCc1ccco1,13,15,7,21,0,-2,7,-18,4
CSc1ncccc1C(=O)N1CCCC(CCC(=O)NCc2ccccc2F)C1 (stereo not drawn),-5,1,-1,3,0,-1,-6,-1,-1
CCCCCOc1ccc(CN2CCOCC2)cc1Cl,5,4,-2,-1,-5,2,6,-22,-9
C[C@H]1O[C@H](O[C@H]2[C@H](O)[C@@H](O)[C@@H](O[C@H]3[C@H](O)[C@@H](O)C(O)O[C@@H]3CO)O[C@@H]2CO)[C@H](O)[C@@H](O)[C@@H]1N[C@H]1C=C(CO)[C@@H](O)[C@H](O)[C@H]1O (stereo partly drawn),.,2,-5,.,0,-1,.,.,2
CCC(C)(C)NC(=O)C(c1cccnc1)N(C(=O)c1csnn1)c1ccc(C)cc1 (stereo not drawn),-4,38,3,5,1,4,0,-7,-11
c1ccc(CCc2ccccc2-c2nc(-c3ccccn3)no2)cc1,0,5,6,3,12,0,2,-6,6[fluorescence artefact?]
O=C(COC(=O)c1ccc(Cl)nc1)Nc1ncc(Cl)cc1Cl,-2,-1,6,4,5,-3,1,4,1
COC(=O)c1[nH]c2cccc(OC)c2c1NC(=O)CN1CCOCC1,2,-3,5,-1,-10,-1,4,-4,-4
COc1cc(/C=N/NC(=O)C(=O)NCC2CCCO2)ccc1O (stereo not drawn),2,3,3,10,0,-3,-4,-18,-6
CN(c1ccccc1)c1ccc(/C=N/N2CCOCC2)cc1,-3,-1,4,7,0,4,7,-13,6[fluorescence artefact?]
CC(C)Cn1c(N)c(C(=O)COC(=O)c2ccc3ccccc3n2)c(=O)n(C)c1=O,0,-9,7,2,2,-2,5,-32,-5
O=C(CSc1ccc(-c2ccccc2)nn1)NCC1CCCO1 (stereo not drawn),5,.,4,8,6,0,4,-7,-15

# Next section
SMILES,hK5 inh,Rad51 HR inh,p97 inhibitor,FXIIa inh 1536,eIF4E-4G inh,Wee1 stabilizer,FXIa inh,Mdm2 ligase inh,14-3-3 Bad inh
CCC(C)(C(=O)NC1CCCCC1)N(C(=O)c1cnccn1)c1c(C)n(C)n(-c2ccccc2)c1=O (stereo not drawn),0,7,-3,23,-1[fluorescence artefact?],0,17,-13,11
COc1ccc(/C=N/NC(=O)c2ccc(COc3cccc4cccnc34)cc2)cc1OC,-3,2,6,.,3,2,-2,4,-10
COC(=O)C(CSCc1ccccc1)NC(=O)CSc1nc(N)cc(=O)[nH]1 (stereo not drawn),.,.,-2,7,-4,1,-3,-20,3
Cc1ccc2cc(C3CC(c4ccco4)=NN3C(=O)CCC(=O)O)c(Cl)nc2c1 (stereo not drawn),-6,19,-4,4,9,-1,-7,6,-4
N#Cc1c(NC(=O)Cn2nc(C(F)(F)F)c3c2CCCC3)sc2c1CCC2,-5,-7,-8,3,-6,0,-3,-18,6
CC(C)(C)NC(=O)NC(=O)COC(=O)CCCc1c[nH]c2ccccc12,-21,8,2,9,-6,1,5,4,-2
Cc1cc(-n2cnc3c(=O)[nH]cnc32)ccc1N,23,8,6,2,2,-2,-8,-10,6
O=C1CC(c2ccccc2)C(=O)N1c1cccc(O)c1 (stereo not drawn),2,-4,-1,10,3,-2,-6,-13,-3
Cc1nc(NC(=O)CSc2nnc3ccccn23)c(Cl)cc1Cl,-2,-7,1,16,1,1,3,-6,-7
O=C1N/C(=N\c2ccccn2)SC1Cc1ccc(Cl)cc1 (stereo not drawn),-3,5,0,3,-2,2,-6,-11,-1
O=C(C1CCN(S(=O)(=O)c2ccc(Br)s2)CC1)N1CCN(C2CCCCC2)CC1,-7,13,1,0,1,3,-7,-13,-11
CCNS(=O)(=O)c1ccc(NC(=O)c2cc(C(F)(F)F)nn2C)cc1,2,1,1,9,0,0,3,-8,1
CCCn1nnnc1NCc1cccn1C,-4,-9,-2,6,8,-1,-4,-14,-7
CC(C)Cc1nnc(NC(=O)CCN2C(=O)c3ccccc3C2=O)s1,-13,-8,-10,16,-3,0,3,-8,7
NC(=O)NCc1ccc(Cl)cc1,-21,-7,-4,14,1,1,5,-20,-2
CCOC(=O)c1nnn(-c2nonc2N)c1-c1cccs1,17,4,3,14,0,4,-3,-33,6
CC1CC(C)CN(S(=O)(=O)c2ccc(NN)nc2)C1 (stereo not drawn),-8,-6,1,2,4,-1,-5,-9,-4
Cc1noc(C)c1C(=O)NCCCc1ccccc1,-17,2,2,11,6,-1,1,-1,-7
COC(=O)C[n+]1cccc2ccccc21,1,-338,1,7,4,5,-2,-6,-13
